CHT inh: inhibits the human high affinity choline transporter | CHT-expressing cells, membrane potential dye, choline response; stronger effect = lower value | 310,000 tested, 0.86% active | B-score at 10 µM | Q9GZV3;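 active means B-score over 3 SD under the library average, and starting fluorescence ratio not unusually high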;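 further: choline stimulus applied at its EC90 after an EC20 pre-addition; B-score computed on integrated fluorescence ratio after choline addition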
Target sequence (Q9GZV3 whole entry, looked up): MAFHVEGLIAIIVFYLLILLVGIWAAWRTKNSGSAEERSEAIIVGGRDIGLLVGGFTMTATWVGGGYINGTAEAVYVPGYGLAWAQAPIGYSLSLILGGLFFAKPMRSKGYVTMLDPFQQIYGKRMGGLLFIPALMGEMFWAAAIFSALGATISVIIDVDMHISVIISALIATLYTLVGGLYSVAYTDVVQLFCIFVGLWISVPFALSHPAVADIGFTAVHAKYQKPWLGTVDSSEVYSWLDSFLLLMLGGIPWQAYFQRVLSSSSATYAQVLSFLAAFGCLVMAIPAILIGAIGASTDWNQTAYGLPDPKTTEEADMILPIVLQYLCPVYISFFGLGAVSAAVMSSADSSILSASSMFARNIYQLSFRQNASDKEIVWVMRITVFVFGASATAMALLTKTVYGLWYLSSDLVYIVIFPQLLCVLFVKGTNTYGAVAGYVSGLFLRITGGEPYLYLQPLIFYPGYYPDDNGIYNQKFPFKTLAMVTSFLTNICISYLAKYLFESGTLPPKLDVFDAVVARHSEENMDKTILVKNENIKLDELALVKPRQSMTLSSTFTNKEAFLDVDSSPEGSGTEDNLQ
CHT PAM: allosteric activators of human choline transporter CHT; 310,000 tested, 0.49% active; B-score at 10 µM; CHT-expressing cells, membrane potential dye, choline EC20; stronger effect = higher value; LV-AA mutant CHT in HEK293 cells;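 active means initial fluorescence not abnormally high and integrated response B-score, plate-corrected, over 3 SD above library mean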
Active calls of the source: *; i = inactive. Compounds as they come; overall some 1.5% were active at least once.

SMILES | CHT inh | CHT PAM
COC(=O)c1ccccc1NC(=O)Nc1cnccn1 | i | i
COc1cccc(C(=O)Nc2cccc(NC(=O)c3cccs3)c2)c1 | i | i
Cc1nnc(NC(=O)C23CC4CC(CC(C4)C2)C3)s1 | i | i
O=C(CSc1ncn[nH]1)Nc1ccccc1Sc1ccc(Cl)cc1 | i | i
COc1ccccc1-n1cc(C(=O)NCC(=O)N2CCN(c3ccccn3)CC2)c2ccccc2c1=O | i | i
CCOC(=O)c1cnn2c(C)cc(-c3ccccc3)nc12 | i | i
O=C(NC1CCCC1)c1cc(-c2ccc(Cl)cc2Cl)on1 | i | i
Cc1nn(Cc2cccc(F)c2)c(C)c1NC(=O)c1ccc(COc2ccccc2Cl)cc1 | i | i
CC1=CC(C)(C)N(C(=O)CSc2nnc(N)s2)c2cc(C)c(C)cc21 | i | i
Cc1nc2c(C#N)cnn2c2c1CCN(Cc1ccccc1)N2C | i | i
COCCCC1CCN(C(=O)c2cc(COc3ccc(C)nc3)on2)CC1 | i | i
C=C(C)COc1ccc(-c2nc(N)nc(C)c2Oc2ccccc2OC)c(O)c1 | i | i
CC(=O)c1cn(Cc2ccccc2)c(=O)n(Cc2ccc(F)cc2)c1=O | i | i
CC(=O)Oc1ccc(-n2c(=O)c3ccccc3c3ccccc3c2=O)cc1 | i | i
CCNc1nc(NCC)nc(N/N=C/c2ccc(O)c(O)c2)n1 | i | i
Cc1cc(-n2c(C)cc(C(=O)CSc3ccc4c(c3)OCCO4)c2C)no1 | i | i
CN(CC(=O)Nc1ccc(F)c(F)c1F)c1cnccn1 | i | i
COc1ccc(CN(C)Cc2nc3cc(OC)c(OC)cc3c(=O)[nH]2)c(OC)c1 | i | i
O=C(NCc1cn(-c2ccccc2)nc1-c1ccccc1)c1cc([N+](=O)[O-])cc([N+](=O)[O-])c1 | i | i
Cc1ccc(C(=O)COC(=O)CNC(=O)c2ccco2)cc1 | i | i

Reprinted at random: two records from the list
SMILES | CHT inh | CHT PAM
COc1ccc(CN(C)Cc2nc3cc(OC)c(OC)cc3c(=O)[nH]2)c(OC)c1 | i | i
CC(=O)c1cn(Cc2ccccc2)c(=O)n(Cc2ccc(F)cc2)c1=O | i | i

One compound at a time (already shown). Order of screens: CHT inh	CHT PAM
Cc1ccc(C(=O)COC(=O)CNC(=O)c2ccco2)cc1 in the list: i	i
O=C(CSc1ncn[nH]1)Nc1ccccc1Sc1ccc(Cl)cc1 in the list: i	i
Cc1nc2c(C#N)cnn2c2c1CCN(Cc1ccccc1)N2C in the list: i	i
COc1cccc(C(=O)Nc2cccc(NC(=O)c3cccs3)c2)c1 in the list: i	i
COc1ccccc1-n1cc(C(=O)NCC(=O)N2CCN(c3ccccn3)CC2)c2ccccc2c1=O in the list: i	i

Carrying on.
SMILES | CHT inh | CHT PAM
CC(=O)c1ccc(N2C(=O)C3C4C=CC(CC4)C3C2=O)cc1 (stereo not given) | i | i
Cn1c(SCC(=O)Nc2ccccc2)nnc1-c1ccc2nonc2c1 | i | i
Cc1cc(C)nc(NS(=O)(=O)c2ccc(NC(=O)c3cc(-c4ccccc4)nc4ccccc34)cc2)n1 | i | i
O=C(NNC1=NC2(CCCC2)Cc2ccccc21)c1ccncc1 | i | i
Cc1ccc(CNC(=O)C2CC(c3cccc([N+](=O)[O-])c3)=NO2)cc1 (stereo not given) | i | i
COc1cc(O)c(CCC(=O)c2ccc(OC)c(OC)c2)c(OC)c1 | i | i
FC(F)C(F)(F)c1cc(-c2ccccc2)n[nH]1 | i | i
COCCc1nc2ccc(C(=O)N3CCCCC3COC)cc2o1 (stereo not given) | i | i
CN(Cc1ccccc1)S(=O)(=O)c1ccc(Cl)nc1 | i | i
CCOc1ccc(CNC(=O)c2ccc(Sc3ccc(Cl)cc3)c(NC(C)=O)c2)cc1OC | i | i
CCc1ccc(OC(C)C(=O)Nc2ccc(S(=O)(=O)Nc3cc(C)on3)cc2)cc1 (stereo not given) | i | i
CN(C(=O)c1cc2ccccc2cc1O)C1CCCCC1 | i | i
Cc1ccc(SCC(=O)NCCc2ccc(F)cc2)cc1 | i | i
Cc1oc(S(=O)(=O)N2CCOCC2)cc1C(=O)Nc1ccc(Cl)cc1 | i | i
CCN(CC)S(=O)(=O)c1ccc(Cl)c(C(=O)Nc2cc(C)nn2-c2ccccc2C(F)(F)F)c1 | i | i
Cc1sc(-c2ccncc2)nc1OC(=O)c1cc(Cl)cc(Cl)c1 | i | i
COc1ccc(OCCSc2nc(C)c(Cc3ccccc3)c(=O)[nH]2)cc1 | i | i
NC(=O)C1CCN(C(=O)CN(c2cccc(C(F)(F)F)c2)S(=O)(=O)c2ccccc2)CC1 | i | i
COc1ccnc(Oc2ccc(F)cc2)c1C(=O)N/C=N/OCc1ccc(Cl)cc1Cl | i | i
OCC1(CCc2ccccc2)CCCN(CCCc2ccccc2)C1 (stereo not given) | i | i
O=C(NCCCN1CCOCC1)c1ccc(NC(=O)C2COc3ccccc3O2)cc1 (stereo not given) | i | i
Cc1cc(C)nc(SCc2nnc(SCC(=O)Nc3c(C)cccc3C)o2)n1 | i | i
Cc1cccc(C)c1NC(=O)Cn1nc(-c2ccccc2)nc1-c1ccccc1 | i | i
O=C(CCC(NC(=O)OCc1ccccc1)C(=O)O)OCc1ccccc1 (stereo not given) | i | i
CC1(C)CC(NS(=O)(=O)c2ccc(Cl)cc2)CC(C)(C)N1 | i | i
O=C(NC(=S)N1CCN(C/C=C/c2ccccc2)CC1)c1ccc(F)cc1 | i | i
CCOC(=O)c1c(NC(=O)CSc2nnc3ccccn23)sc2c1CCC2 | i | i
Cc1cc(C)c(S(=O)(=O)Nc2ncccc2C)c(C)c1 | i | i
O=C(c1cc(-c2ccccn2)nc2ccc(Br)cc12)N1CCN(S(=O)(=O)c2ccccc2)CC1 | i | i
COC(=O)c1ccccc1NC(=O)c1ccc(NS(C)(=O)=O)cc1 | i | i
CC1=C[C@H]2Cc3cc(C)cc(C)c3S(=O)(=O)[C@@H]2C=C1 | i | i
CN(c1ccccc1)S(=O)(=O)c1ccc(Cl)c(C(=O)OCC(N)=O)c1 | i | i
CCn1c(O)c(N=NC(=O)C2C(=O)NCC2c2ccccc2)c2ccccc21 (stereo not given) | i | i
CC(C)OC(=O)CN1CCN(S(=O)(=O)c2cc(Cl)ccc2Cl)CC1 | -6.4* | i
O=C(NCc1ccccc1Cl)C1CCN(S(=O)(=O)N2CCC3(CC2)OCCO3)CC1 | i | i
COc1cc([N+](=O)[O-])cc(/C=N/NC(=O)CSc2nnc(-c3ccccc3)n2C)c1O | i | i
CCC(=O)N/N=C(\C)CC(=O)Nc1cc(Cl)ccc1C | i | i
CCCCOC(=O)Nc1nc2ccc(OC)cc2s1 | i | i
O=C(NC(C(=O)c1ccccc1)N1CCCCC1)c1ccccc1 (stereo not given) | i | i
COCCCNS(=O)(=O)c1ccc(SC)cc1 | i | i

Five successive entries already listed, for reference:
SMILES | CHT inh | CHT PAM
COc1cc([N+](=O)[O-])cc(/C=N/NC(=O)CSc2nnc(-c3ccccc3)n2C)c1O | i | i
CCC(=O)N/N=C(\C)CC(=O)Nc1cc(Cl)ccc1C | i | i
CCCCOC(=O)Nc1nc2ccc(OC)cc2s1 | i | i
O=C(NC(C(=O)c1ccccc1)N1CCCCC1)c1ccccc1 (stereo not given) | i | i
COCCCNS(=O)(=O)c1ccc(SC)cc1 | i | i

Continuation:
SMILES | CHT inh | CHT PAM
CN(C)c1ccc(C=C(c2nnnn2-c2ccccc2)c2nnnn2-c2ccccc2)cc1 | i | i
CSc1ccc(/C=C/C(=O)NC23CC4CC(CC(C4)C2)C3)cc1 | i | i
CCCCCCn1c(N2CCN(c3cccc(Cl)c3)CC2)nc2c1c(=O)[nH]c(=O)n2C | i | i
Cc1csc(SCC(=O)Nc2nncs2)n1 | i | i
O=C(c1cc2c(s1)-c1ccccc1OC2)N1CCN(c2ccccc2)CC1 | i | i
O=C(N/N=C/c1c[nH]c2ccc(Br)cc12)c1ccn(Cc2ccc(Cl)cc2)n1 | i | i
COC(=O)c1ccc2c(c1)N(Cc1nc(-c3ccc(Cl)cc3)oc1C)C(=O)C1CCCN21 (stereo not given) | i | i
CCOC(=O)/N=C(/NC(=O)Nc1ccc(C(=O)OCC)cc1)OC | i | i
Cc1cc(C)n(-c2nc3ccccc3n3nnnc23)n1 | i | i
Cn1c(Oc2ccccc2)c(C=O)c2ccccc21 | i | i
O=[N+]([O-])c1ccc(C(O)CN2CCN(C/C=C/c3ccccc3)CC2)cc1 (stereo not given) | i | i
S=C(NCc1ccccc1)NCc1cccc(CNC(=S)NCc2ccccc2)c1 | i | i
CC(NS(=O)(=O)c1ccc(OCC(=O)NCc2ccncc2)cc1)c1ccccc1 (stereo not given) | i | i
O=C(Cn1cnc2ccccc2c1=O)Nc1cccc(S(=O)(=O)N2CCCCC2)c1 | i | i
COCC(=O)Nc1nc(-c2ccc(-c3ccccc3)cc2)cs1 | i | i
CN(C(=O)c1ccccc1OC1CCN(S(C)(=O)=O)CC1)C1CCOC1 (stereo not given) | i | i
COc1ccc(C2CCCN2C(=S)Nc2ccc(C)cc2C)cc1OC (stereo not given) | i | i
Cc1ccc(S(=O)(=O)NCC(=O)OCC(=O)NC(=O)c2cccn2C)cc1 | i | i
NCCCC[C@@H]1NC(=O)c2cc([N+](=O)[O-])cc(F)c2NCCCC[C@@H](C(N)=O)NC(=O)CNC1=O | i | i
CCOC(=O)C1CCN(S(=O)(=O)c2ccc(OCC)cc2)CC1 | i | i
Cc1cc(NC(=O)CCC(=O)N(CC(=O)NCC2CCCO2)c2cccc(F)c2)no1 (stereo not given) | i | i
COc1ccccc1-c1ccc(SCc2cccc(F)c2)nn1 | i | i
CCOc1ccccc1NC(=O)NCc1ccco1 | i | i
COc1cccc(-c2c(C(=O)N/N=C(\C)c3cccs3)nnn2-c2nonc2N)c1 | i | i
COc1ccc(N(CC(=O)Nc2cccc(C)c2)S(=O)(=O)c2c(C)n[nH]c2C)cc1 | i | i
Cc1cc(C)c(Cn2ncn(-c3ccc(Br)cc3)c2=O)c(C)c1 | i | i
COc1cc(/C=N/NC(N)=S)ccc1OCC(=O)Nc1ccc(C)c(C)c1 | i | i
CCOC(=O)c1c(NC(=O)c2nn(CC)cc2Br)c(C#N)cn1-c1ccccc1 | i | i
COc1ccc(/C=N/NC(=O)c2ccn[nH]2)cc1COc1ccc(Cl)cc1 | i | i
COc1ccc(C)cc1NC(=O)CNC(c1ccccc1)c1ccc(C)cc1 (stereo not given) | i | i
COc1ccc(S(=O)(=O)N2CCC(C(=O)NCC3CCCCC3)CC2)cc1 | i | i
O=C1C2C3c4ccccc4C(c4ccccc43)C2C(=O)N1c1cccc2cccnc12 (stereo not given) | i | i
COc1ccc(C2=NOC(C(=O)Nc3c(C)n(C)n(-c4ccccc4)c3=O)C2)cc1 (stereo not given) | i | i
COc1ccc(CCNC(=O)CCCCC(=O)NCCc2ccc(OC)cc2)cc1 | i | i
CCN(CC)S(=O)(=O)c1ccc(N2CCCC2)c(NS(=O)(=O)c2ccc(F)cc2)c1 | i | i
O=C(O)c1c2c(nc3ccccc13)/C(=C/c1ccc(O)cc1)CCC2 | i | i
CCc1cc2c(=O)[nH]c(COC)nc2s1 | i | i
Cc1nn(-c2ccccc2)c2c1C(=O)N(Cc1ccccc1)C(=O)C(C)(C)C2 | i | i
CCCCn1c(N)c(N(CC)C(=O)CCc2ccccc2)c(=O)[nH]c1=O | i | i
CN(C(=O)CSc1ncnc2sccc12)c1c(N)n(Cc2ccccc2)c(=O)[nH]c1=O | i | i
c1ccc2[nH]c(SCc3cn4ccccc4n3)nc2c1 | i | i
Cc1ccc(S(=O)(=O)Nc2ccccc2C(=O)NCC2CCCO2)cc1 (stereo not given) | i | i
O=C(c1cc2ccccc2o1)N1CC=C(c2ccccc2)CC1 | i | i
CCC(C)NS(=O)(=O)c1ccc(NC(=O)c2ccc([N+](=O)[O-])cc2Cl)cc1 (stereo not given) | -8.9* | i
Cc1ccc(C(=O)NCCc2nnc3ccc(SCC(=O)Nc4c(C)cc(C)cc4C)nn23)cc1 | i | i
O=C(CSc1nc(-c2ccco2)cc(C(F)(F)F)n1)N1CCSCC1 | i | i
N=c1c[n+](N2CCOCC2)[n-]o1 | i | i
O=C(c1ccco1)N1CCN(C(=O)c2cnn(-c3cccc(F)c3)c2C2CCNCC2)CC1 | i | i
COc1ccc(OC)c(NC(=O)CCN2CCN(C/C=C/c3ccccc3)CC2)c1 | i | i
CCC(Sc1ccc2nnc(-c3ccc(OC)c(OC)c3)n2n1)C(=O)O (stereo not given) | i | i
Cc1occc1-c1nnc(SCC(=O)N2CCOCC2)n1CC(C)C | i | i
CN(C)S(=O)(=O)c1cccc(NC(=O)c2ccc(N3CCOCC3)c([N+](=O)[O-])c2)c1 | i | i
Cc1ccc(S(=O)(=O)NC(=O)c2cc(C)n(CCCn3ccnc3)c2C)cc1 | i | i
CCc1cccc(NC(=O)CN2C(=O)NC3(CCCCCCC3)C2=O)c1 | i | i
CN(C(=O)c1cn2ccccc2n1)c1c(N)n(Cc2ccccc2)c(=O)[nH]c1=O | i | i
O=C(CSC(=S)N1CCCC1)N1CCN(S(=O)(=O)c2cccc(F)c2)CC1 | i | i
Cc1cc(C)n(S(=O)(=O)c2ccc(Cl)c(Cl)c2Cl)n1 | i | i
Cc1[nH]c2ccc(C(=O)NCCCN3CCCCC3)cc2c1C | i | i
Cc1nc2ccccc2c(=O)n1NC(=O)c1ccc([N+](=O)[O-])cc1 | i | i
CC1(c2ccccc2)NC(=O)N(CC(=O)Nc2ccccc2C(=O)NC2CC2)C1=O (stereo not given) | i | i

(continued)
SMILES | CHT inh | CHT PAM
CCN1C(=O)C(CC(=O)Nc2ccc(OC)cc2)N(CCc2ccc(F)cc2)C1=S (stereo not given) | i | i
CCc1cc2ccccc2nc1SCC(=O)Nc1cc(OC)c(OC)cc1C(=O)O | i | i
Cc1noc(C)c1S(=O)(=O)N1CCCC(C(=O)NCc2ccccc2Cl)C1 (stereo not given) | i | i
O=C(CN1C(=O)C2CC=CCC2C1=O)Nc1nccs1 (stereo not given) | i | i
